TDP1 cell noCPT – qHTS for Inhibitors of human tyrosyl-DNA phosphodiesterase 1 (TDP1): qHTS in cells in absence of CPT; 15% of 420,000 active; Potency, µM (top dose mostly 46.2 µM), inactives show at the top dose activity change, negative = growth inhibition, usual class: inhibitors; DT40 Tdp1-/- hTDP1 cells, no CPT, ATP luminescence, 48 h; further: nearly all actives have a fitted effect of over 55% in size
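DT40 Tdp1-/-;hTDP1 cells, no CPT (DMSO vehicle only), 400 cells/well; compounds pin-transferred; ≥48 hr, 37 °C; CellTiter-Glo 30 min RT dark, luminescence read.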
GCN5L2 inh – inhibitors of human GCN5L2 histone acetyltransferase. GCN5L2 HAT assay, ThioGlo1 CoA-SH fluorescence. Potency, µM (highest dose often 58.9 µM), inactives show top-dose activity change, negative = inhibition, actives largely listed as inhibitors. 0.21% of 390,000 active. Q92830. AID 504327
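Free CoA generated was detected with ThioGlo1 (50uM) fluorescence at Ex340nm/Em540nm, read immediately and after 20 min at room temperature. Enzyme, 20 nM in HEPES pH 7.5 buffer, saw compounds 15 min before adding 75uM H3(1-25) peptide and 70uM acetyl-CoA.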
TDP1 inh – inhibitors of human tyrosyl-DNA phosphodiesterase TDP1; Q9NUW8; recombinant TDP1, AlphaScreen DNA substrate cleavage; Potency, µM (highest dose often 130 µM), inactives show top-dose activity change, negative = inhibition, actives largely listed as inhibitors; 0.28% of 350,000 active; AID 485290; further: nearly all actives have a fitted effect of over 40% in size
Target sequence (Q9NUW8 whole entry, looked up): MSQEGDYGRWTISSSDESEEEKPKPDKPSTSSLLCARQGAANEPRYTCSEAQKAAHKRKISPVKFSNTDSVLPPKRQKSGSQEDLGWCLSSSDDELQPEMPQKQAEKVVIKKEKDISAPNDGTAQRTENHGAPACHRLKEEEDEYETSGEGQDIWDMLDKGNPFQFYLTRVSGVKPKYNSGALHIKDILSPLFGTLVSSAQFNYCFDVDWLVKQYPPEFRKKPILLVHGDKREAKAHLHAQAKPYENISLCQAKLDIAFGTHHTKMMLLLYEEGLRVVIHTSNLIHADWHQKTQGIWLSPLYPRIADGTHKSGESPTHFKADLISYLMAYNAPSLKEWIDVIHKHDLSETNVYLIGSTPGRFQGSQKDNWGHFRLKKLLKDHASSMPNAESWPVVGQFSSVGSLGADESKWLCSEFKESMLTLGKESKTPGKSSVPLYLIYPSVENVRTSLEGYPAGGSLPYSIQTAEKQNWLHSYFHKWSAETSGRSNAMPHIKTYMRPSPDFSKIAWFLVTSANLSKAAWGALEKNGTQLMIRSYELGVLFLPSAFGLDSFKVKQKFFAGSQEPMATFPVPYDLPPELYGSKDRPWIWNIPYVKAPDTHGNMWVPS
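E. coli-derived human Tdp1, 1 nM final. Cpd preinc 15 min RT; substrate 15 nM final, 5 min RT; AS bead mix 10 ug/ml final, 10 min RT. Signal loss = tyrosine-FITC cleavage. No-enzyme wells = max signal.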
The depositor's hits bear a star; ? = inconclusive; · = no result given; [ ] = another dose, or the depositor's remark. The call rests on the fitted dose curve; in most records, active means well fitted curve in the direction sought with a large enough effect; inconclusive means small, poorly fitted or top-dose-only effect, or another doubt; inactive means no such curve, though single readings can be large; an effect the other way counts as inactive or inconclusive. On the % scale 0 is the no-effect control and ±100 the full control effect; potency means the concentration at half of the fitted maximal effect.

1. COc1ccccc1C1NC(c2ccccc2OC)C(C)C(=O)C1C (centres undefined)
2. CCOC(=O)c1c(NC(=O)C2c3ccccc3Oc3ccccc32)sc2c1CCC(CC)C2 (centres undefined)
3. Cc1nn(C(C)C(=O)Nc2ccc(Cl)cn2)c(C)c1[N+](=O)[O-] (centres undefined)
4. COc1ccc(CNS(=O)(=O)c2cc(-c3cc(C)no3)ccc2C(C)C)cc1
5. CC1CCC(NC(=O)c2ccc3c(c2)N(Cc2cccc(F)c2)C(=O)c2ccccc2S3)CC1 (centres undefined)
6. Brc1ccc(CNc2nc3ccccc3n2CCN2CCCCC2)cc1
7. Cc1ccccc1N1C(=O)C2C3CC(=O)C(c4ccccc43)C2C1=O (centres undefined)
8. Cc1ccc(C(C(=O)NC2CCCC2)N(C(=O)CNC(=O)c2ccco2)c2ccccc2)o1 (centres undefined)
9. COc1ccccc1C(=O)N(C1=NC(C)CS1)c1ccc(Cl)cc1 (centres undefined)
10. O=S(=O)(NC1=NCCCCC1)c1ccccc1Cl

| Screen / compound no. | 1 | 2 | 3 | 4 | 5 | 6 | 7 | 8 | 9 | 10 |
| --- | --- | --- | --- | --- | --- | --- | --- | --- | --- | --- |
| TDP1 cell noCPT | -28% | 9% | -5% | 0.73µM* | ? | 23µM* | -26% | 0% | -5% | 16% |
| GCN5L2 inh | -10% | -2% | -16% | -19% | -28% | -4% | 0% | -5% | -2% | -2% |
| TDP1 inh | 4% | -3% | 4% | 0% | -8% | 4% | 2% | -11% | 0% | 4% |

11. NC(=O)COC(=O)c1ccc(C(=O)C(=O)c2ccccc2)cc1
12. Cc1ccccc1OC(C)C(=O)Nc1ccc(S(=O)(=O)Nc2nccs2)cc1 (centres undefined)
13. COc1cc(/C=N/NC(=O)c2ccc(N3CCCC3=O)cc2)ccc1O
14. CC(=O)c1c(N2CCN(Cc3ccc4c(c3)OCO4)CC2)nc(=S)n(-c2ccccc2)c1C
15. COc1ccc(Nc2cccccc2=O)cc1
16. Cc1ccc(C(=O)NCC(=O)N2CCCN(S(=O)(=O)c3ccc(C)cc3)CC2)cc1
17. CCOC(=O)C1=C(C)Nc2ncnn2C1c1ccc2c(c1)OCO2 (centres undefined)
18. O=C(C1CC1)N1CCc2cc(Br)cc(S(=O)(=O)NCc3ccccn3)c21
19. Cc1ccccc1CN(C)CC(=O)NC(C)CCc1ccccc1 (centres undefined)
20. CCOC(=O)C1CCN(c2ncnc3c2c(-c2ccccc2)cn3-c2ccc(C)cc2)CC1

| Screen / compound no. | 11 | 12 | 13 | 14 | 15 | 16 | 17 | 18 | 19 | 20 |
| --- | --- | --- | --- | --- | --- | --- | --- | --- | --- | --- |
| TDP1 cell noCPT | -18% | -14% | 16µM* | 18µM* | -18% | -17% | ? | -21% | 16µM* | 18µM* |
| GCN5L2 inh | -12% | -1% | -35% | -3% | -10% | 0% | -1% | -8% | -7% | -9% |
| TDP1 inh | -6% | 11% | 3% | 10% | 4% | 7% | 7% | 5% | 1% | 6% |

Overlap with the part before: 3 compounds; new compounds follow.
18. O=C(C1CC1)N1CCc2cc(Br)cc(S(=O)(=O)NCc3ccccn3)c21
19. Cc1ccccc1CN(C)CC(=O)NC(C)CCc1ccccc1 (centres undefined)
20. CCOC(=O)C1CCN(c2ncnc3c2c(-c2ccccc2)cn3-c2ccc(C)cc2)CC1
21. CCOc1ccc(NC(=O)Cn2ncc3ccccc32)cc1
22. Cc1ccc(S(=O)(=O)NCCC(=O)N2CCCCCCC2)cc1C
23. CCOc1ccc(C(CC(=O)O)NC(=O)c2sc3ccccc3c2Cl)cc1 (centres undefined)
24. COc1ccc(S(=O)(=O)N2CCCOC2CNC(=O)C(=O)NCCCN2CCOCC2)cc1C (centres undefined)
25. COc1ccccc1C(=O)N/C(N)=N/c1nc2ccccc2o1
26. CCN(CC(=O)Nc1ccc(OC)cc1)C(=O)c1ccc(N2C(=O)CCC2=O)cc1
27. CC(=O)N1CCN(C(=O)c2ccc(S(=O)(=O)Nc3cccc(C(F)(F)F)c3)cc2)CC1
28. Cc1ccc2nc(Cl)c3cc(C(=O)N(C)C4CCCCC4)sc3c2c1
29. COc1ccc(Cl)cc1S(=O)(=O)N1CCC(C(=O)NC2CCCC2)CC1
30. NC(=O)COc1ccc2c3c(c(=O)oc2c1)CCCCC3

| Screen / compound no. | 18 | 19 | 20 | 21 | 22 | 23 | 24 | 25 | 26 | 27 | 28 | 29 | 30 |
| --- | --- | --- | --- | --- | --- | --- | --- | --- | --- | --- | --- | --- | --- |
| TDP1 cell noCPT | -21% | 16µM* | 18µM* | 16% | 1% | 13% | -2% | ? | 3% | ? | -17% | 4% | -16% |
| GCN5L2 inh | -8% | -7% | -9% | 0% | 0% | 11% | -13% | -2% | 2% | -6% | -2% | -4% | -28% |
| TDP1 inh | 5% | 1% | 6% | · | 0% | 4% | 0% | 8% | 1% | · | -6% | -1%[56.1 µM] | 9% |

31. CCN(CC)S(=O)(=O)c1cccc(C(=O)OCC(=O)NCc2ccccc2OC)c1
32. COc1ccccc1CNC(=O)[C@@H]1CCCN1C(=O)C1CCN(S(=O)(=O)c2ccc(C)cc2)CC1
33. Cc1ccc(S(=O)(=O)NCC(c2ccc3c(c2)OCO3)N2CCOCC2)cc1 (centres undefined)
34. Cc1cccc(N(CC(O)CON=C2c3ccccc3-c3ccccc32)S(C)(=O)=O)c1 (centres undefined)
35. CCN(CC)C(=O)c1ccc(COc2ccccc2Cl)cc1
36. CCCCCCn1cnc2c(oc3nc4c(cc32)CCCC4)c1=O
37. Cn1c(CN2CCOCC2)c(C#N)c2ccccc21
38. CCN1CCN(C(=O)c2ccc(CS(=O)(=O)Cc3ccccc3F)o2)CC1
39. CCOC(=O)C(C)(C)C(=O)C(C)(C)C(O)c1ccccn1 (centres undefined)
40. COc1cccc(NC(=O)c2cc([N+](=O)[O-])ccc2N2CCN(C)CC2)c1

| Screen / compound no. | 31 | 32 | 33 | 34 | 35 | 36 | 37 | 38 | 39 | 40 |
| --- | --- | --- | --- | --- | --- | --- | --- | --- | --- | --- |
| TDP1 cell noCPT | -16% | -22% | ? | ? | ? | -29% | -8% | 2% | 1% | -29% |
| GCN5L2 inh | -2% | -4% | 1% | -2% | -2% | ? | -7% | -3% | -4% | -2% |
| TDP1 inh | 3% | 1% | 0% | 1% | -2% | 1% | 1% | 0% | 2% | -2% |

41. Cc1ccccc1N=C1SC(CC(=O)Nc2ccc3ccccc3c2)C(=O)N1Cc1ccccn1 (centres undefined)
42. CN(C)c1ccc(-c2nccc(NCc3ccccc3)n2)cc1
43. Cc1ccc(NC(=O)COC(=O)/C=C/c2ccco2)cc1S(=O)(=O)N(C)C
44. COc1ccc(CC(=O)O/N=C(\N)c2ccncc2)cc1
45. Cc1nnc(N2C(=O)c3cccc4c([N+](=O)[O-])ccc(c34)C2=O)s1
46. COc1ccc(OC)c(-c2csc(NC(=O)C3=COCCO3)n2)c1
47. CC(=O)c1cc(CN2CCN(Cc3ccccc3)C(CCO)C2)cs1 (centres undefined)
48. Cc1ccccc1CSc1nnc(C)c(=O)n1N
49. O=C(CSc1cn(CCNC(=O)c2cccs2)c2ccccc12)NC1CCCC1
50. COc1ccccc1NC(=O)Cn1ncc2c1-c1ccccc1OC2

| Screen / compound no. | 41 | 42 | 43 | 44 | 45 | 46 | 47 | 48 | 49 | 50 |
| --- | --- | --- | --- | --- | --- | --- | --- | --- | --- | --- |
| TDP1 cell noCPT | 21µM* | 16µM* | 0% | -24% | 4.6µM* | 18µM* | 12% | -3% | 16µM* | ? |
| GCN5L2 inh | -16% | -10% | -11% | -2% | -4% | -4% | -5% | -3% | -7% | -15% |
| TDP1 inh | 1% | 8%[56.1 µM] | 3% | · | 6% | 0% | · | -3% | 3% | 7% |

51. Cc1ccn2c(Nc3ccc4c(c3)OCCO4)c(-c3ccccc3O)nc2c1
52. CC(C)=CCCC(C)CN1CCC(N2CCC(C(=O)NC(C)C)CC2)CC1 (centres undefined)
53. O=C(CCC1CCCN(c2ncccn2)C1)N1CCN(c2ccccn2)CC1 (centres undefined)
54. CC(=O)N(Cc1ccc(F)cc1)C1=C(NCc2ccccc2)C(=O)c2ccccc2C1=O
55. CC(=O)N/N=C(\C)c1ccc2c(c1)OCCO2
56. COc1ccc(Nc2nnc(-c3cc4c(ccc5ccccc54)oc3=O)s2)cc1
57. O=C(CCN1C(=O)/C(=C/c2cccs2)SC1=S)Nc1cccc(O)c1
58. CC1(C)CC(=O)CC(=Nc2ccc3[nH]c(=O)[nH]c3c2)C1
59. Brc1ccc(-c2csc(-c3c[nH]c4ccccc34)n2)cc1
60. Cn1c(=O)n(C)c2cc(N3CCCCC3)c(NC(=O)c3c(F)cccc3F)cc21

| Screen / compound no. | 51 | 52 | 53 | 54 | 55 | 56 | 57 | 58 | 59 | 60 |
| --- | --- | --- | --- | --- | --- | --- | --- | --- | --- | --- |
| TDP1 cell noCPT | ? | 16µM* | -22% | 1.3µM* | 22% | ? | ? | -2% | ? | 26µM* |
| GCN5L2 inh | -24% | -12% | -3% | -1% | -7% | 10% | -8% | -4% | -2% | -10% |
| TDP1 inh | 2%[12.3 µM] | -11% | · | 9% | -5% | 0%[2.28 µM] | 11% | 1% | 7% | 0%[12.3 µM] |

61. CCOC(=O)C1(Cc2cccc(OC)c2)CCCN(C(=O)c2cc(C)[nH]n2)C1 (centres undefined)
62. CC1CCN(S(=O)(=O)c2ccc3nc(-c4ccccn4)cc(C(=O)NCCN(C)Cc4ccccc4)c3c2)CC1
63. CCO[C@@H]1OC(C(=O)N2CCOCC2)=C[C@H](c2ccccc2)[C@H]1CCCO
64. CCOP(C)(=O)C1(C(=O)OCc2ccccc2)CC1 (centres undefined)
65. O=C(CN1CC(=O)Oc2ccccc21)NCc1ccco1
66. O=C(CSc1ccccc1C(=O)O)Nc1ccc2c(c1)OCO2
67. Cc1cccc(C(C)C)c1NC(=O)c1ccc2c(c1)CCN2S(C)(=O)=O
68. CCOC(=O)c1cccc(NC(=O)CCc2c(C)nc3c4cccnc4nn3c2C)c1
69. COC(=O)c1ccc(OCC(O)CN(CCO)CC(O)Cn2ccc3ccccc32)cc1 (centres undefined)
70. N#Cc1cc(C(=O)c2ccccc2OCC(=O)Nc2ccccc2)cn(C2CCCCC2)c1=O

| Screen / compound no. | 61 | 62 | 63 | 64 | 65 | 66 | 67 | 68 | 69 | 70 |
| --- | --- | --- | --- | --- | --- | --- | --- | --- | --- | --- |
| TDP1 cell noCPT | -7% | 5.8µM* | -1% | -5% | -3% | 28% | ? | -27% | -27% | -1% |
| GCN5L2 inh | -4% | -4% | 0% | 2% | -1% | -4% | -6% | 3% | 0% | 2% |
| TDP1 inh | 8% | 1% | 5% | 4% | -4% | 2% | 0% | 9% | 2% | -1% |

71. Cc1sc2ncnc(N3CCC(C(=O)N(C)CC(=O)Nc4ccccc4Br)CC3)c2c1C
72. COc1ccc(CN2C(=O)c3cccnc3C2Nc2ccc(OC)c(Cl)c2)cc1 (centres undefined)
73. O=C(Nc1ccc(S(=O)(=O)N2CCCCC2)cc1)c1ccccc1F
74. COc1cc(C(=S)N2CCOCC2)ccc1OS(=O)(=O)c1ccc(Cl)cc1
75. CCN(CC(=O)NCc1ccc(F)cc1)C(=O)c1ccc(C(=O)c2ccccc2)cc1
76. Cc1ccc(C)c(C(=O)Nc2cc(C)nn2-c2nc(C)cc(C)n2)c1

| Screen / compound no. | 71 | 72 | 73 | 74 | 75 | 76 |
| --- | --- | --- | --- | --- | --- | --- |
| TDP1 cell noCPT | ? | -23% | ? | ? | ? | 5.2µM* |
| GCN5L2 inh | -5% | 2% | -2% | -11% | 3% | -14% |
| TDP1 inh | 6% | 2% | 9% | · | -1%[0.0935 µM] | 6% |

Whole records as entered above. Order of values: TDP1 cell noCPT, GCN5L2 inh, TDP1 inh
Cc1ccc(C)c(C(=O)Nc2cc(C)nn2-c2nc(C)cc(C)n2)c1 is listed as 5.2µM*, -14%, 6%
Cc1sc2ncnc(N3CCC(C(=O)N(C)CC(=O)Nc4ccccc4Br)CC3)c2c1C is listed as ?, -5%, 6%
COc1ccc(CN2C(=O)c3cccnc3C2Nc2ccc(OC)c(Cl)c2)cc1 (centres undefined) is listed as -23%, 2%, 2%
O=C(Nc1ccc(S(=O)(=O)N2CCCCC2)cc1)c1ccccc1F is listed as ?, -2%, 9%
CCN(CC(=O)NCc1ccc(F)cc1)C(=O)c1ccc(C(=O)c2ccccc2)cc1 is listed as ?, 3%, -1%[0.0935 µM]

Some of the compounds tested; rates above refer to the full screens.
